# Her2 expr inh: Her2 kinase expression inhibition | P04626 | SKBR-3 HER2 protein level, AlphaScreen, 18-24 h; active compounds read low | HER2 level % of control, % at 10 µM | hit rate 0.69% among 65,000 | AID 645;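 active = HER2 level under 5% of the carrier-only control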;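 note: 100% = DMSO carrier and 0% = 500 nM PU-H71 HSP90 inhibitor; lower value means stronger loss of Her2 protein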
# Cdc25B inh: human M-phase inducer phosphatase 2 inhibition; recombinant Cdc25B, OMFP fluorescence Ex485/Em525; inhibition, %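 (compounds tested at 10 µM final in the well)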; hit rate 0.1% among 65,000; AID 368; in the data active = inhibition above about 50%
# A340 absorber: absorbance at 340 nm | compound absorbance at 340 nm, fold over control | fold change at 10 µM | 65,000 tested, under 10 active;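 active = at 10 µM dose, initial 340 nm absorbance at least 2 fold that of control wells; inactive = change under 2 fold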;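 note: initial absorbance extrapolated from kinetic A340 decline of NADH oxidation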
# JNK3 inh: blocks human JNK3 kinase activity | P53779 | purified JNK3 kinase activity, HTS | inhibition, % at 8 µM | hit rate 0.61% among 60,000 | AID 746; in the data active = inhibition above about 17%;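 note: 0% = DMSO and 100% = reference inhibitor; many of its hits are not listed in these tables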
# PKA inh: PKA (human) kinase inhibition. P17612. PKA Kemptide phosphorylation, Kinase-Glo ATP luminescence. inhibition, % at 6 µM. hit rate 0.1% among 65,000;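 active = inhibition above the screen-wide mean inhibition plus 3 SD, cut at about 21% in these data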; note: many of its hits are not listed in these tables
# Hsp90 inh: displaces geldanamycin probe from tumor Hsp90; P07900; NCI-N417 lysate Hsp90, Cy3B-geldanamycin FP displacement; inhibition, % at 30 µM; hit rate 0.35% among 64,000;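 active = inhibition above 50%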;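 note: 0% = tracer plus lysate wells and 100% = tracer alone without lysate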
# ROCK2 inh: blocks human Rho kinase 2 activity | purified ROCK2, Kinase-Glo ATP depletion luminescence | inhibition, % at 6 µM | hit rate 0.35% among 60,000 | O75116;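 active = inhibition above the screen-wide mean inhibition plus 3 SD, cut at about 18% in these data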;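 note: plate controls were DMSO wells for no effect and Y-27632 control wells after no-enzyme background subtraction for full effect; many of its hits are not listed in these tables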
# Target sequence (O75116 whole entry, looked up): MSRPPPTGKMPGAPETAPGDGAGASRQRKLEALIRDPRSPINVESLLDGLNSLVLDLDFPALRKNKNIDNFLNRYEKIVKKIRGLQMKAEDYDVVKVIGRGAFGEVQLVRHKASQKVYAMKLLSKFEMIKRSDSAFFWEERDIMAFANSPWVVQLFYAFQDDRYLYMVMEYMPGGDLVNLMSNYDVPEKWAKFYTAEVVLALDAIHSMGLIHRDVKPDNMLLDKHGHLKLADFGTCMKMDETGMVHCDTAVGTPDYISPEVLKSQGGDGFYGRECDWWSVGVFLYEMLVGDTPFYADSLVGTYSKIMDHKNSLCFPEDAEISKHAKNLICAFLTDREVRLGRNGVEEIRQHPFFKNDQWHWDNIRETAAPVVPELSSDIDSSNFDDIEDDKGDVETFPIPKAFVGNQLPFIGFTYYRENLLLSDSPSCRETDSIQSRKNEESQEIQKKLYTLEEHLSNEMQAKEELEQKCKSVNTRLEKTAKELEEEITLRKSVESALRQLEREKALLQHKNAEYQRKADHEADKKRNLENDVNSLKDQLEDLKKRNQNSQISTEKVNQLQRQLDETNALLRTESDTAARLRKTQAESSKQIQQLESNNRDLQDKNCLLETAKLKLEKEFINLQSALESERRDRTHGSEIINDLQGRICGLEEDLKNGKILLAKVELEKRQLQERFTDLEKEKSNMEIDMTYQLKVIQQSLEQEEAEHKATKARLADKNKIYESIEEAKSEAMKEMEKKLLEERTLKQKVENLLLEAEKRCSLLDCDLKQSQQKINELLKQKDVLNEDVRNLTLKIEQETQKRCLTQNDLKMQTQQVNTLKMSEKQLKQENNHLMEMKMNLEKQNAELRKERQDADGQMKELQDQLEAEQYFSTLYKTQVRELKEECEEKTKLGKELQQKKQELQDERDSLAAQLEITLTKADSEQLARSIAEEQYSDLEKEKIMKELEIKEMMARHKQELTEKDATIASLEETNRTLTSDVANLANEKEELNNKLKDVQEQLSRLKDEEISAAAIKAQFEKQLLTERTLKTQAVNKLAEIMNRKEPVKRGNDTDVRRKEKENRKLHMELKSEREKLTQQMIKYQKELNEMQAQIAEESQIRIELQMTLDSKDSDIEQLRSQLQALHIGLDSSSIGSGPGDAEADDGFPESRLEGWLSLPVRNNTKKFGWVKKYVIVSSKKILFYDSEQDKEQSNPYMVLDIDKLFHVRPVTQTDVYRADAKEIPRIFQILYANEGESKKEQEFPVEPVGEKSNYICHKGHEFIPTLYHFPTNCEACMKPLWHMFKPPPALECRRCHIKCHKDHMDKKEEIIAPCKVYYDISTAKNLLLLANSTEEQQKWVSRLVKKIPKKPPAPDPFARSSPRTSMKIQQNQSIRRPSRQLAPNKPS
# MKP-1 inh: blocks human MKP-1 phosphatase activity. P28562. recombinant MKP-1, OMFP hydrolysis fluorescence. inhibition, %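 (compounds tested at a single concentration somewhere between 10 and 100 µM)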. hit rate 0.15% among 65,000;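 active = inhibition above about 50%, limit read from the data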;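 note: 0% = DMSO max control wells and 100% = wells with enzyme stopped by NaOH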
# Fluor 339 460: intrinsic fluorescence of library compounds, ex339/em460 – biochemical, MLSMR library, data from DPM-DC assay, artefact control, profiling panel; fluorescence fold increase at 10 µM; compound autofluorescence, ex339/em460 nm, NADH buffer; active compounds read high; 1 = no-compound wells, NADH background; AID 709; hit rate 5.5% among 65,000;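 active = at 10 µM, mean starting fluorescence two-fold or more over control wells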;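 note: signal is the first read of a kinetic run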
# Starred values were filed as active, the others as inactive; · = no result given. Some of the compounds tested; count on the stated rates, not on these rows.
SMILES,Her2 expr inh,Cdc25B inh,A340 absorber,JNK3 inh,PKA inh,Hsp90 inh,ROCK2 inh,MKP-1 inh,Fluor 339 460
Cc1ccc(N2C(=O)NC(=O)C3(Cc4ccccc4N4CCCC43)C2=O)cc1 (stereo not drawn),103,-6,1,-1,8,-5,2,-14,1.1
CCC(=NCc1cccnc1)c1c(O)n(C2CCCCC2)c(=O)[nH]c1=O,87,3,1,-1,5,-3,3,0,1.1
Cc1nc2cc(-c3ccccc3)nn2c(C)c1CCC(=O)N1CCC2(CC1)OCCO2,102,-4,1.1,-1,6,-5,-4,27,2
O=C(Nc1ccc2c(c1)OCO2)c1cn(Cc2ccc(F)cc2)nn1,84,-10,1,-2,13,22,0,10,1
CNCCc1c[nH]c2ccccc12,81,-21,0.97,-6,-4,-2,-3,-17,0.99
CC(=O)N(C1=NCCCS1)c1ccc(F)cc1,74,2,1,1,5,-4,2,-12,1.1
Nc1c(C(=O)NCCN2CCOCC2)c2nc3ccccc3nc2n1Cc1ccco1,80,-6,1,2,4,-3,2,38,3.9*
Cc1ccc(C2SCC(=O)Nc3c2c(=O)[nH]n3C2CCOC(C)(C)C2)cc1 (stereo not drawn),128,-3,0.99,-1,2,-7,2,-5,0.99
C=Cn1ccnc1P(=S)(c1ccc(N(C)C)cc1)c1nccn1C=C,68,-23,1.1,·,11,·,·,8,1.1
CCC(=NC1CC1)c1c(O)n(C2CCCCC2)c(=O)[nH]c1=O,113,3,1,1,4,3,6,-2,1.1
CC(C)=CCC12CN3CCN(CC(C3)C1=O)C2,118,0,0.97,3,8,-2,6,2,1.1
C=CCN1C(=O)C2(C(C(=O)OCC)=C(N)Oc3c2c(=O)oc2ccccc32)c2ccccc21 (stereo not drawn),80,-10,0.99,-7,2,-6,-4,13,1
CCCS(=O)(=O)N1CCCC(C(=O)N2CCC3(CC2)OCCO3)C1 (stereo not drawn),102,11,0.99,-1,-1,-2,4,-2,1
CC1(C)CC(=O)C=C(NCCN2CCN(C(=O)Cc3ccc(Cl)cc3)CC2)C1,99,-14,0.97,0,7,-1,8,0,1
CCN(CC)CCCN=Cc1c(O)n(-c2cccc(C)c2C)c(=O)[nH]c1=O,124,2,1,4,4,0,1,-9,1.1
Cn1c(O)c(C=NCCCN2CCCC2=O)c(=O)n(C)c1=O,97,-22,1,0,9,-4,7,-23,1.1
CN1CCN(C(=O)COc2ccc3ccccc3c2Br)CC1,109,-2,1,-5,10,-5,12,-3,1.1
Cc1c(C(=O)N2CCC3(CC2)OCCO3)sc2ncnc(N3CCN(c4ccccn4)CC3)c12,84,-6,1.1,-4,5,-2,1,12,1.1
Cn1ncnc2c(=O)n(C)c(=O)nc1-2,1.0*,102*,0.93,60*,1,91*,67*,101*,1
O=C1CCCC2C3CCCN4CCCC(CN12)C34 (stereo not drawn),91,8,1,4,3,-12,2,0,1.1
CCCC(=O)Nc1ccc(N2CCN(CC)CC2)c(Cl)c1,74,-2,1,1,7,2,4,7,1
CC(=NCCCN1CCOCC1)c1c(O)[nH]c(=O)[nH]c1=O,126,9,0.99,3,-3,-4,-2,-10,1
Cc1ccc2occ(CN3CC4CC(C3)c3cccc(=O)n3C4)c(=O)c2c1 (stereo not drawn),133,-6,1,-4,7,-4,7,-1,1
Cc1ccc(C)c(NC(=O)CSc2nnc([C@@H](N)Cc3c[nH]c4ccccc34)o2)c1,79,-7,0.99,0,0,-4,2,10,1.1
COc1ccccc1N(CC(=O)NC1CCCCC1)C(=O)c1cnn(C(C)C)c1,84,3,1,4,4,-3,2,-7,1
O=C(C1CCN(c2nc3ccc(Br)cc3s2)CC1)N1CCC2(CC1)OCCO2,128,9,1,4,4,1,0,28,1.1
CC(=O)OC1N=C(c2ccccc2)c2ccccc2NC1=O (stereo not drawn),58,31,1,-7,-2,-1,-16,-30,1.1
CCOc1ccccc1-n1c(O)c(C=NCc2ccc3c(c2)OCO3)c(=O)[nH]c1=O,94,10,1,-11,1,0,-2,-10,1.1
CCc1cccc2c(C#N)cn(CC(=O)N3CCOCC3)c12,92,-4,1.1,1,5,-4,7,7,1.3
COc1ccc(OC)c(CN2CCN(C(=O)COc3cccc(C)c3)CC2)c1,100,-16,1.1,-2,-8,-2,-1,32,0.94
CC(C)OC12Oc3ccccc3C=C1N1CCC2CC1 (stereo not drawn),86,-20,0.98,2,5,-2,3,-27,1.1
COc1cccc(-c2nc(CS(=O)CC(=O)N3CCC4(CC3)OCCO4)c(C)o2)c1 (stereo not drawn),90,3,1,-5,-6,-3,-6,27,1.1
Cc1ccc(-n2c(O)c(C=NC3CCCC3)c(=O)[nH]c2=O)c(C)c1,77,1,1,1,2,-5,4,17,1.1
CCCCn1c(O)c(C(CC)=NCCc2ccccc2)c(=O)[nH]c1=O,87,-1,1,3,12,-4,9,24,1.1
O=C(C1CCN(S(=O)(=O)N2CCOCC2)CC1)N1CCC2(CC1)OCCO2,103,-5,0.98,3,4,2,0,1,1.1
Cn1cc(C(=O)N2CCC3(CC2)OCCO3)c2c3ccccc3n(C)c2c1=O,81,-10,1.1,-4,12,-1,8,-3,3.4*
O=C1CSC2N1CCNC21CCCCC1 (stereo not drawn),91,2,1,1,-2,-3,5,31,1.1
C[n+]1ccc(-c2ccncc2)cc1,85,5,1,-2,3,5,1,-12,1.1
COc1cccc(-n2c(O)c(C=NCCN3CCOCC3)c(=O)[nH]c2=O)c1,116,-26,1,3,6,-7,-7,-17,1.1
COc1cccc(N2C(=O)CC(=O)NC2=O)c1,85,-14,1,·,-2,·,·,5,1.1
COc1ccccc1-n1c(O)c(C=NCCCn2ccnc2)c(=O)[nH]c1=O,84,-16,1,0,5,2,-2,-26,1.1
N[C@@H](Cc1c[nH]c2ccccc12)c1nnc(SCc2c(F)cccc2Cl)o1,107,9,1,-4,12,-3,9,7,1.1
Cn1c(=O)n(CC(=O)N2CCC3(CC2)OCCO3)c(=O)c2ccccc21,75,2,1,2,2,0,0,-4,1.2
Cc1ccc2c(c1)CC1(CN2C)C(=O)NC(=O)N(C(C)C)C1=O (stereo not drawn),86,-1,1,5,5,-6,4,-9,1
CCOC(=O)[C@]1(C#N)[C@@H]2C=CC(C(C)=O)=CN2[C@@H](C(N)=O)[C@@H]1c1ccsc1,217,1,1.1,3,7,-7,12,-24,1
Oc1ccc(C2NCc3ccccc3-n3cccc32)cc1Cl (stereo not drawn),56,-10,0.99,8,-2,-4,2,-5,1.1
O=C(C1CCC(=O)N1C1CCCCC1)N1CCC2(CC1)OCCO2 (stereo not drawn),76,-9,0.99,1,8,0,6,-12,1
COc1ccc(C2SCC(=O)Nc3c2c(=O)[nH]n3C2CCCCCC2)cc1 (stereo not drawn),148,-1,1,-3,2,1,-14,-12,1.1
CCOC(=O)C1=C(C)N(C)C2(C)CC1c1ccccc1O2 (stereo not drawn),108,-1,0.98,5,6,-1,5,3,1.1
CC(C)(C)n1c(O)c(C=Nc2ccc3c(c2)CCC3)c(=O)[nH]c1=O,69,-2,1.1,-2,9,-2,5,17,2.1*
O=c1c2ccccc2nc(-c2ccco2)n1-c1ccccn1,93,3,1.1,2,9,-2,4,5,0.89
CCC(=NCCCN1CCOCC1)c1c(O)n(Cc2ccccc2)c(=O)[nH]c1=O,97,2,1,5,-1,-2,-2,4,1
Cc1c2cnn(CC(=O)N3CCC4(CC3)OCCO4)c(=O)c2c(C)n1Cc1ccccc1,90,-7,1,-1,5,0,2,29,1.2
CCOC(=O)c1c(C)n(Cc2ccco2)c2ccc(O)cc12,81,5,1,4,1,-2,10,3,1.1
Cc1nc2c(-c3ccc(F)cc3)c(C)nn2c(C)c1CCC(=O)N1CCC2(CC1)OCCO2,107,-14,1,0,6,-6,2,27,1.1
Cc1c(N=Cc2c(O)n(CCc3ccccc3)c(=O)[nH]c2=O)c(=O)n(-c2ccccc2)n1C,212,-13,1.2,6,-5,0,-20,-8,1
CCOC(=O)C1CCN(/C=C2/C(=O)NC(=O)N(Cc3ccco3)C2=O)CC1,91,2,1,-2,8,-1,5,3,1.1
O=C1NC(=O)N(Cc2ccccc2Cl)C(=O)/C1=C/N1CCOCC1,102,-2,1,5,0,2,1,-12,1.1
CCCC12CN3CN(C1)CC(CCC)(C3)C2O (stereo not drawn),92,-35,1,2,6,-3,4,-43,1.1
Cc1cc(S(=O)(=O)NC(C)C)ccc1OCC(=O)N1CCN(Cc2ccc3c(c2)OCO3)CC1,77,2,1,0,13,-2,9,22,1.1

# Laid out differently: results already given.
structure | Her2 expr inh | Cdc25B inh | A340 absorber | JNK3 inh | PKA inh | Hsp90 inh | ROCK2 inh | MKP-1 inh | Fluor 339 460
O=C(C1CCC(=O)N1C1CCCCC1)N1CCC2(CC1)OCCO2 (stereo not drawn) | 76 | -9 | 0.99 | 1 | 8 | 0 | 6 | -12 | 1
COc1ccc(C2SCC(=O)Nc3c2c(=O)[nH]n3C2CCCCCC2)cc1 (stereo not drawn) | 148 | -1 | 1 | -3 | 2 | 1 | -14 | -12 | 1.1
CCOC(=O)C1=C(C)N(C)C2(C)CC1c1ccccc1O2 (stereo not drawn) | 108 | -1 | 0.98 | 5 | 6 | -1 | 5 | 3 | 1.1
CC(C)(C)n1c(O)c(C=Nc2ccc3c(c2)CCC3)c(=O)[nH]c1=O | 69 | -2 | 1.1 | -2 | 9 | -2 | 5 | 17 | 2.1*
O=c1c2ccccc2nc(-c2ccco2)n1-c1ccccn1 | 93 | 3 | 1.1 | 2 | 9 | -2 | 4 | 5 | 0.89
CCC(=NCCCN1CCOCC1)c1c(O)n(Cc2ccccc2)c(=O)[nH]c1=O | 97 | 2 | 1 | 5 | -1 | -2 | -2 | 4 | 1
Cc1c2cnn(CC(=O)N3CCC4(CC3)OCCO4)c(=O)c2c(C)n1Cc1ccccc1 | 90 | -7 | 1 | -1 | 5 | 0 | 2 | 29 | 1.2
CCOC(=O)c1c(C)n(Cc2ccco2)c2ccc(O)cc12 | 81 | 5 | 1 | 4 | 1 | -2 | 10 | 3 | 1.1
Cc1nc2c(-c3ccc(F)cc3)c(C)nn2c(C)c1CCC(=O)N1CCC2(CC1)OCCO2 | 107 | -14 | 1 | 0 | 6 | -6 | 2 | 27 | 1.1
Cc1c(N=Cc2c(O)n(CCc3ccccc3)c(=O)[nH]c2=O)c(=O)n(-c2ccccc2)n1C | 212 | -13 | 1.2 | 6 | -5 | 0 | -20 | -8 | 1
CCOC(=O)C1CCN(/C=C2/C(=O)NC(=O)N(Cc3ccco3)C2=O)CC1 | 91 | 2 | 1 | -2 | 8 | -1 | 5 | 3 | 1.1
O=C1NC(=O)N(Cc2ccccc2Cl)C(=O)/C1=C/N1CCOCC1 | 102 | -2 | 1 | 5 | 0 | 2 | 1 | -12 | 1.1
CCCC12CN3CN(C1)CC(CCC)(C3)C2O (stereo not drawn) | 92 | -35 | 1 | 2 | 6 | -3 | 4 | -43 | 1.1

# The list continues:
SMILES,Her2 expr inh,Cdc25B inh,A340 absorber,JNK3 inh,PKA inh,Hsp90 inh,ROCK2 inh,MKP-1 inh,Fluor 339 460
Cc1ccc(CN2C(=O)NC(=O)C3(Cc4c(nc5ccccn5c4=O)N4CCCCCC43)C2=O)cc1 (stereo not drawn),68,8,1,1,-9,1,-11,33,1.7
Cn1c(C(=O)N2CCC3(CC2)OCCO3)cc2c(=O)n(C)c3ccccc3c21,108,-8,1,6,15,-3,10,19,1.1
COc1ccccc1N1CCN(C(CNC(=O)Oc2ccccc2)c2cccnc2)CC1 (stereo not drawn),92,3,1,10,11,-2,5,0,1.1
C=C1CC[C@@]2(O)[C@H]3Cc4ccc(O)c5c4[C@@]2(CCN3CC2CC2)[C@H]1O5,114,-21,0.98,-9,-5,0,1,-13,0.99
O=c1[nH]c(=O)n(CCc2ccc(F)cc2)c(O)c1C=NCCCn1ccnc1,105,4,0.99,-6,-4,-2,0,-5,1
CC1=C(C(=O)OC(C)C)[C@]2(C(=O)N(CC(N)=O)c3ccccc32)C(C#N)=C(N)O1,134,12,0.98,5,6,-7,17,-2,1
Cc1ccnc(-n2c(C)nc3ccccc3c2=O)c1,75,-3,1,7,7,-3,2,2,1.1
Cc1ccc(Cn2nnnc2CN2CCC(n3nnc4cc(C)ccc43)CC2)cc1,81,-6,1,8,8,0,6,14,1.1
